From PubChem BioAssay
Avidin bead fluor: avidin bead compound fluorescence profile. Avidin beads, compound fluorescence 488/530 nm, flow cytometry; stronger effect = higher value. fluorescence (KMESF) at 10 µM. actives 0.38% (n = 220,000). AID 1775; in the data active means fluorescence above about 47; further: inactives centre near 10
Mcl1-Noxa inh: disrupts binding of human Mcl-1 to Noxa peptide. Q07820. TR-FRET Mcl-1/Noxa peptide binding, 2 h. inhibition, % at 21.7 µM. actives 1.5% (n = 220,000);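 active means compounds that cut the protein-peptide binding signal by more than 50% relative to plate controls in a single-dose test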;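 further: His-tagged Mcl-1 with rhodamine Noxa BH3 peptide and terbium anti-His antibody; 0% = Mcl-1 plus Noxa peptide wells and 100% = peptide-only wells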
Target sequence (Q07820 whole entry, looked up): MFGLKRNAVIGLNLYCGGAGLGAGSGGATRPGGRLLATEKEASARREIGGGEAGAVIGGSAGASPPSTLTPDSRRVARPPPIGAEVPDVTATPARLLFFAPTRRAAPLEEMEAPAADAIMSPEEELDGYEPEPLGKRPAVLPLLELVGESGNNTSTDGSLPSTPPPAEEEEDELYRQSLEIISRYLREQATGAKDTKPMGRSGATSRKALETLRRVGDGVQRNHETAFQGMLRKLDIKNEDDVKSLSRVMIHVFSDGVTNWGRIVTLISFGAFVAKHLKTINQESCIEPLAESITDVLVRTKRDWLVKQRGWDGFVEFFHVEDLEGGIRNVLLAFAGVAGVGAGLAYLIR
* hit, by the source's call.

entry	Mcl1-Noxa inh	Avidin bead fluor	smiles
1	10	5	CCSc1ncc(CO)c(N)n1
2	-1	6	CCCCC(=O)N(CCC)CCC
3	-1	9	CCCCCn1c(NC2CCCCC2)nc2c1c(=O)[nH]c(=O)n2C
4	8	9	C#CCOCCOCCOCCNc1nc(N2CCN(C(=O)[C@H](CCC(=O)O)n3cc(C(N)CO)nn3)CC2)nc(N2CCN(C(=O)[C@H](CCCCN)n3cc(C(N)[C@H](C)CC)nn3)CC2)n1 (some centres undefined)
5	10	6	CN(C[C@H](Cc1ccccc1)N(C[C@H](Cc1cccc2ccccc12)N(CCc1ccccc1)N=O)N=O)N=O
6	8	9	COC(=O)Cn1c(=O)c2c(nc3n2CC(C)CN3c2ccc(C)c(C)c2)n(C)c1=O (centres undefined)
7	40	21	Cc1cc(/C=C2\SC(=S)NC2=O)cc(C)c1O
8	-9	10	C=C(C)C(=O)N1CC2(CC(c3cccc(NC(=O)CC)c3)=NO2)C[C@H]1C(N)=O (some centres undefined)
9	-10	7	CCOc1ccc(NC(=O)Nc2cc(C(C)C)ccc2C)cc1
10	8	5	CC1(C)CC(Nc2ccc(Nc3ccccc3)cc2)CC(C)(C)N1
11	-33	7	Clc1ccc(C2=NOC(c3nnc(-c4ccccc4)o3)C2)cc1 (centres undefined)
12	3	5	O=C1c2ccccc2C(=O)c2[nH]cnc21
13	10	18	O=C(Nc1ccc(O)c2c(=O)cc(-c3cccc(Cl)c3)oc12)c1ccc(F)cc1
14	-4	7	O=C(Nc1ccc(S(=O)(=O)NC2=NCCCCC2)cc1)c1ccc(C(F)(F)F)cc1
15	11	8	O=C(c1ccc(Cl)nc1)c1cccs1
16	29	7	O=C1N=C(C=c2ccc(=Cc3[nH]c(=O)[nH]c3O)cc2)C(=O)N1
17	21	8	CC#CCc1cc2ccccc2c(=O)o1
18	6	6	C[C@]12CCC(O)CC1CCC1C2CC[C@]2(C)C(c3cc(C(F)(F)F)n[nH]3)CCC12 (some centres undefined)
19	8	11	Cc1cccc(NC(=O)c2nc[nH]c2C(=O)N[C@@H](C)C(=O)OCc2ccccc2)c1
20	18	9	Cc1nc(NC(=O)c2ccccc2)sc1C1(C)CC(c2ccccc2F)=NO1 (centres undefined)
21	11	6	Cc1nc(C(N)=O)nc2ccccc12
22	-2	9	CCC1=C(OC(=O)N(CC)CC)N2C(=O)OC(=NCC(=O)OC)[C@]2(C)[C@H]2C1=CC[C@H]1C(=O)N(CC)C(=O)[C@H]12
23	16	4	O=C(O)CSc1ccc(NC(=O)Nc2ccccc2F)cc1
24	-9	7	C#CCOCCOCCOCCNc1nc(N2CCN(C(=O)C([C@@H](C)CC)n3cc(C(N)CO)nn3)CC2)nc(N2CCN(C(=O)[C@H](CCC(=O)O)n3cc(C(N)[C@H](C)CC)nn3)CC2)n1 (some centres undefined)
25	-11	5	S=C(Nc1ccccc1)N1CCC(C2CCN(C(=S)Nc3ccccc3)CC2)CC1
26	-2	9	CN(C)C=Nc1ccc(Cl)c(Cl)c1
27	-7	7	O=C(/C=C/c1cccs1)N1CCC2(CC1)Oc1ccc(F)cc1C(=O)C21CC(c2ccc(Cl)cc2)=NO1 (centres undefined)
28	-9	8	C=C1CCN([C@H](C(=O)NCc2ccco2)C(C)C)S(=O)(=O)c2ccccc21
29	37	7	O=C(O)Cc1ccc(O)c(O)c1
30	21	7	CSc1c(C#N)c(N)nc2sc(C(=O)c3ccc(Cl)c(Cl)c3)c(N)c12
31	-9	8	Cc1ccc(Cl)cc1NC(=O)N(C)CCO
32	6	8	COC(=O)[C@@H]1C[C@@]2(O)[C@@H](O)[C@@H](O)[C@@H](O)C[C@H]2N1Cc1ccc(-c2ccccc2)cc1
33	16	7	NS(=O)(=O)c1ccc(N=Nc2c(O)c(C(=O)O)cc3ccccc23)cc1
34	6	8	N#Cc1ccc(C23CC4(C2)[C@H](CN(Cc2ccc(-c5ccccc5)cc2)[C@@H]4c2ccccc2)C3c2ccc(C(F)(F)F)cc2)cc1 (some centres undefined)
35	-6	0	CCCc1cc(=O)oc2c3c(c4c(c12)OC(C)(C)C=C4)OC(C)C(C)C3O (centres undefined)
36	-8	11	C=CCN1C=CC(=O)CC1
37	-20	5	Nc1ccnn1-c1ccccc1
38	1	8	FC(F)(F)c1cc(CCN2C(=S)NC[C@@H]2CC2CCCCC2)cc(C(F)(F)F)c1
39	-6	9	O=C1NC[C@H](Cc2ccc(O)cc2)N(CCc2cccc3ccccc23)C1=O
40	4	12	CCC1=C(OC(=O)N(CC)CC)N2C(=O)OC(=NCC(=O)OC)[C@]2(Cc2ccccc2)[C@H]2C1=CC[C@H]1C(=O)N(c3ccccc3)C(=O)[C@H]12
41	14	9	CCC(C)[C@@H](N)C(=O)N/N=C/c1cccc2nccnc12 (some centres undefined)
42	-11	6	Cc1nccnc1Sc1ccccc1
43	13	17	COc1cc(O)c(C(CCN2CCCCC2)c2ccc3c(c2)OCO3)c(OC)c1 (centres undefined)
44	4	8	Cn1c(=O)c2c(ncn2C)n(C)c1=O
45	-11	10	O=C(NCc1ccccc1)C1=C[C@H](c2csc3ccccc23)C[C@H](OCc2ccc(CO)cc2)O1
46	-5	9	CCCCC1=CC2=C(c3ccco3)C(=O)C(C)(OC(=O)c3ccc(OC)cc3)C(=O)C2=CN1c1ccccc1 (centres undefined)
47	-25	7	Cc1ccc(CNC(=O)C2CC(c3ccc(C(F)(F)F)cc3)=NO2)o1 (centres undefined)
48	7	8	Cc1c(C(=N)C(C#N)C#N)c(=N)oc2c1ccc1ccccc12
49	8	8	CC(C)(C)c1ccc(C(=O)Nc2ccc(O)c3c(=O)cc(-c4ccccc4Cl)oc23)cc1
50	-50	7	CCCCCCC(C)OC(=O)Nc1cccc2ccccc12 (centres undefined)
51	-3	12	CC(C)c1cc(-c2cc(C(=O)NCc3ccccc3)on2)nc(NCC2CC2)n1
52	8	5	CC(C)NCC1CCc2cc(CO)c([N+](=O)[O-])cc2N1 (centres undefined)
53	9	21	COc1ccc(-c2c([C@H]3[C@H]4C=CC[C@@H](C)[C@@H]4C(=O)N3Cc3ccccc3)ccc3ccccc23)cc1OC
54	25	8	CC1(OC(=O)C2CCCC2)C(=O)C=C2C=C(c3ccsc3)N(Cc3ccco3)C=C2C1=O (centres undefined)
55	13	7	C[N+](C)(C)C(Cc1c[nH]c2ccccc12)C(=O)[O-] (centres undefined)
56	17	6	NC(=O)c1cc(Br)cc(C2CCCCC2)c1O

Next compounds follow:
entry	Mcl1-Noxa inh	Avidin bead fluor	smiles
57	2	7	OCC1(O)OC[C@@H](O)[C@H]1O (some centres undefined)
58	-3	8	CCCCc1c(C)[nH]c(=S)[nH]c1=O
59	8	14	NC(=O)CC(NC(=O)Cc1cccc2ccccc12)c1ccc(NC2CCCCCCC2)c([N+](=O)[O-])c1 (centres undefined)
60	13	6	C=CCN1CCc2c(cc(O)c(O)c2Cl)C(c2ccccc2)C1 (centres undefined)
61	1	11	C/C=C(\C)C(=O)Nc1cccc(C2=NOC3(C2)C[C@@H](C(N)=O)N(C(=O)/C(C)=C/C)C3)c1 (some centres undefined)
62	2	7	COc1cc(O)c(C(CC(=O)N2CCCCC2)c2ccc3c(c2)OCO3)c(OC)c1 (centres undefined)
63	1	6	CN(C)S(=O)(=O)Nc1ccccn1
64	-59	8	C[C@H](NC(=O)c1nc[nH]c1C(=O)N[C@H](C)c1ccccc1)C(=O)OCc1ccccc1
65	6	8	NC(=O)c1ccsc1NC(=O)C1CC1
66	25	6	C(=C\c1ccccc1)/C=N/Nc1ccc2nncn2n1
67	15	7	C#CCOCCOCCOCCNc1nc(N2CCN(C(=O)[C@H](CCCCN)n3cc([C@@H](N)CO)nn3)CC2)nc(N2CCN(C(=O)[C@H](Cc3cc4ccccc4[nH]3)n3cc([C@@H](N)CO)nn3)CC2)n1
68	-2	6	CN(C)S(=O)(=O)c1ccccc1N=C=S
69	14	8	CCC1=C2CC[C@H]3C(=O)N(CC)C(=O)[C@H]3[C@H]2[C@@]2(Cc3ccccc3)C(=O)N(Cc3ccccc3)C(=O)N2C1=O
70	9	8	CNC(=O)c1ccsc1NC(=O)CN1C(=O)CCC1=O
71	0	6	O=C(c1ccc2c(c1)OCO2)N1CCC2(CC1)Oc1ccc(Cl)cc1C(=O)C21CC(c2ccccc2)=NO1 (centres undefined)
72	13	6	COc1ccc(OCC(O)CN2CCN(c3ccc(Cl)cc3)CC2)cc1 (centres undefined)
73	25	8	CCCN1CCC(=O)N([C@H](CSc2ccc(Br)cc2)Cc2ccccc2)CC1
74	21	7	CN(CCCC[C@H](CNCc1ccc(-c2ccccc2)cc1)N1C[C@H](c2ccccc2)N(CCc2ccc(Cl)c(Cl)c2)C(=O)C1=O)Cc1ccc(-c2ccccc2)cc1
75	-2	9	COC(C[C@H]1O[C@H]1[C@H](O)[C@H](C)OCc1ccccc1)OC
76	16	8	COc1ccc(C(CCN2CCCCC2)c2c(O)cc(OC)cc2OC)cc1 (centres undefined)
77	13	12	C#CCCOC(=O)N1C2=NC(C(=O)OC)=C(C(=O)OC)[C@@H]3N(C)c4ccccc4[C@]23C[C@H]1C(=O)OC
78	-11	2	Cn1c(=O)c2ncn(CC(=O)O)c2n(C)c1=O
79	1	6	CCCCNc1nc(N)ncc1[N+](=O)[O-]
80	49	11	COC/C=C/C1=CC2=CC(=O)C(C)(OC(=O)C3CCCC3)C(=O)C2=CO1 (centres undefined)
81	-11	9	O=C(c1ccc2c(c1)OCO2)N1CCC2(CC1)Oc1ccc(F)cc1C(=O)C21CC(c2ccc(Cl)cc2)=NO1 (centres undefined)
82	23	6	O=C(O)Cc1ccc(N=Nc2c(O)c(C(=O)O)cc3ccccc23)cc1
83	9	4	NCC(=O)Nc1ccc(Cl)cc1C(=O)c1ccc[nH]1
84	15	2	Nc1nc(=S)c2ncn(C3CCCC3)c2[nH]1
85	14	15	CC[C@H](CO)Nc1nc(Nc2cccc(Cl)c2)c2ncn(C(C)C)c2n1
86	-4	7	Cc1cc(=O)[nH]c(S)c1C#N
87	-2	8	Cc1nc(-c2ccccc2)c(Cc2ccccc2O)c(=O)[nH]1
88	-2	13	CC(=O)c1ccc(O)c(CC=C(C)C)c1
89	-7	9	Nc1ncnc2c1ncn2C1OC(CO)C(O)C1N (centres undefined)
90	-16	7	CCC1=C(OC(=O)N(CC)CC)N2C(=O)OC(=NCCc3c[nH]c4ccccc34)[C@]2(C)[C@H]2C1=CC[C@H]1C(=O)NC(=O)[C@H]12
91	10	18	O=C1/C(=C/c2ccc([N+](=O)[O-])cc2)CCc2ccccc21
92	12	5	Cc1ccc(NC(=O)Nc2ccccc2C(N)=O)cc1
93	-5	2	O=[N+]([O-])c1ccc(C2CC(c3ccccc3)=Nc3ccccc3S2)cc1 (centres undefined)
94	-36	7	O=C(OCc1nnn(Cc2ccccc2)c1-c1c(COC(=O)c2ccccc2)nnn1Cc1ccccc1)c1ccccc1
95	-4	8	CCOC(=O)NC1=NCC(C)S1 (centres undefined)
96	20	9	COC(=O)CCC(=O)OC1(C)C(=O)C=C2C=C(C3CC3)N(C3CC3)C=C2C1=O (centres undefined)
97	2	8	O=C1N=NC2=C1c1c3ccccc3c(O)n1CC2
98	-3	8	C[C@@H]1CC=C[C@H]2[C@H]1C(=O)N(Cc1ccccc1)[C@H]2c1ccoc1
99	1	10	CSc1nc(O)c(Nc2cccc(Cl)c2)c(=O)[nH]1
100	13	7	COc1cc(C(=O)c2cocc2C(=O)c2ccc3c(c2)OCO3)cc(OC)c1OC
101	30	8	O=C1c2nc3cc(-c4ccccc4)[nH]n3c(=O)c2CN1Cc1ccccc1
102	23	7	NC(=O)SCC(=O)Nc1ccccc1C(=O)O
103	-2	10	CC(C)=CCC1=C(OCC(=O)O)C(=O)c2ccccc2C1=O
104	14	10	CC1=CC(=O)CC2C1(C)CCC(C)C2(C)CCC(C)CC(=O)O (centres undefined)
105	-5	8	Cn1c(=O)c2c(nc(Oc3ccc4c(c3)OCO4)n2Cc2ccc(Br)cc2)n(C)c1=O
106	15	8	CC(O)[C@H]1CN=C(N)N1CCCCC1CCCCC1 (some centres undefined)
107	-3	6	CN1CCc2ccccc2C1Cc1ccccc1NC(=O)c1sc2ccccc2c1Cl (centres undefined)

This is a subset; the hit share may differ from the screen's.
